# Source: PubChem BioAssay
# mIAP activ – increases mouse intestinal alkaline phosphatase activity; muIAP, CDP-Star luminescence, 30 min; hits give high values; 1 = vehicle-only enzyme signal, 0 = enzyme-free wells; activation factor at 10 µM; 330,000 tested, 0.24% active; AID 2805;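 active means activation factor of at least 2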; further: the source names both 10 and 20 µM as test concentration; values of inactives mirror those of a sister screen read the other way
#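 Assay system: mouse IAP enzyme; Reagent: CDP-Star chemiluminescent phosphatase substrate; Compound: DMSO-dissolved test compounds; Incubation: 30 min, room temperature; Technique: luminescence from enzymatic CDP-Star hydrolysis; Controls: DMSO-only wells and no-enzyme negative control.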
# MIN6 prolif – MIN6 beta-cell proliferation induction | MIN6 cells proliferation, ATPlite luminescence, 48 h; cells starved in 0.2% serum; 100% = growth in 10% serum | proliferation, % at 10 µM | 330,000 tested, 0.29% active | AID 2380;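 active means compounds whose signal lies at least 3.5 SD above the mean of all wells on their plate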;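 further: 0% = DMSO-treated cells in low-serum medium and 100% = 10% serum control; some compounds called inactive have numbers as strong as hits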
# mIAP block – mouse IAP inhibition. purified mouse IAP, CDP-Star luminescence, 30 min. inhibition, % at 10 µM. 330,000 tested, 0.2% active. AID 2806;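 active means inhibition of at least 40% at 10 µM in the primary screen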;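 further: plate controls were DMSO with enzyme for no effect and no enzyme wells for full effect; values of inactives mirror those of a sister screen read the other way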
# A3A deaminase – human APOBEC3A DNA deaminase inhibition; inhibition, % at 20 µM; 330,000 tested, 0.41% active; recombinant A3A, FAM/TAMRA ssDNA deamination fluorescence; P31941;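 active means at least 40% inhibition at 20 µM here, with at most 30% in a related deaminase screen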;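 further: plate controls were A3A with DMSO for no effect and wells lacking A3A enzyme for full effect; some results filed as inactive read as strong as hits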
# Target sequence (P31941 whole entry, looked up): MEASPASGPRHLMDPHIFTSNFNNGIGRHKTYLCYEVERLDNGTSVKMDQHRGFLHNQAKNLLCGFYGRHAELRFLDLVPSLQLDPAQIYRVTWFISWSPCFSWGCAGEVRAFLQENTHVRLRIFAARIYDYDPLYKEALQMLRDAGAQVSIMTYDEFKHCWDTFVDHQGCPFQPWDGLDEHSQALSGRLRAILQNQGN
# APOBEC3G inh – blocks human APOBEC3G single-stranded DNA deamination; Q9HC16; recombinant A3G, ssDNA deamination FAM/TAMRA fluorescence; inhibition, % at 20 µM; 330,000 tested, 0.28% active; AID 493012;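 active means inhibition of at least 40% at 20 µM, with no more than 30% in the related APOBEC3A deaminase screen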;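 further: plate controls were DMSO wells with A3G for no effect and wells lacking A3G enzyme for full effect; some compounds called inactive have numbers as strong as hits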
# Target sequence (Q9HC16 whole entry, looked up): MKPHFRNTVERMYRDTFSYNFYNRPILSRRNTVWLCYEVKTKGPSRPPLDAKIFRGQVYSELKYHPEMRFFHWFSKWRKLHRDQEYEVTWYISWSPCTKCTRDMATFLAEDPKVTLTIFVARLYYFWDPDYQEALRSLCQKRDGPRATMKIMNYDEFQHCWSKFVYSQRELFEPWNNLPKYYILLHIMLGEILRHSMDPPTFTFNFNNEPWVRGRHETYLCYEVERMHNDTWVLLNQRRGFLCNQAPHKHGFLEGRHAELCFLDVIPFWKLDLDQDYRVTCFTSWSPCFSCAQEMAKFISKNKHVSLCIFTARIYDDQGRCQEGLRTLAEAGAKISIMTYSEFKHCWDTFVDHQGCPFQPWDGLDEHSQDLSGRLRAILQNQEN
# SENP1 inh – blocks the human SENP1 SUMO protease catalytic domain | Q9P0U3 | recombinant SENP1 catalytic domain, CyPet-SUMO1-YPet FRET cleavage | inhibition, % at 10 µM | 360,000 tested, 0.21% active | AID 624204;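 active means inhibition at least 30% at 10 µM, raw YFP signal under a set limit, fluorescence ratio 0.5 to 1.5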;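 further: 0% = enzyme with DMSO and 100% = no enzyme wells; some results filed as inactive read as strong as hits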
# Target sequence (Q9P0U3 419-644 limits assumed): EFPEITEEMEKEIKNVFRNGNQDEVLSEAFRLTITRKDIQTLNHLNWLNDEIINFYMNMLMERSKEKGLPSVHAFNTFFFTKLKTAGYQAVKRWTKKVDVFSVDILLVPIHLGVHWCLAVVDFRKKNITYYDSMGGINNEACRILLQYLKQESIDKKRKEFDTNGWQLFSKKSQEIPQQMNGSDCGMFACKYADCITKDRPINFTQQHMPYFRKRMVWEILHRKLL
#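 Assay system – human recombinant His6-tagged SENP1 catalytic domain enzyme · Input – SENP1 enzyme, 20 pM final · Buffer or medium – Tris pH 8 buffer plus EDTA, NaCl, BME, BSA, NP40, catalase · Schedule – 50 min reaction at room temperature · Technique – FRET read of cyan and yellow fluorescence · Control set – no-enzyme wells low, DMSO-plus-enzyme wells high control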
# hIAP act – increases human intestinal alkaline phosphatase activity. purified human IAP, CDP-Star luminescence, 30 min; hits give high values; 1 = vehicle-only enzyme, 0 = enzyme-free background. activation factor at 10 µM. 330,000 tested, 0.16% active. AID 2524;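 active means activation factor of the enzyme at least 2-fold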; further: the source names both 10 and 20 µM as test concentration; values of inactives mirror those of a sister screen read the other way
# NLRP3 yeast inh – NALP3 inhibition in yeast. Yeast reconstituted NLRP3/ASC/caspase-1, beta-gal luminescence, 24 h. inhibition, % at 10 µM. 330,000 tested, 0.39% active;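 active means inhibition of 50% or more; inactive means inhibition below 50%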;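 further: plate controls were induced DMSO wells for no effect and uninduced yeast grown without galactose for full effect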
# hIAP inh – human IAP inhibition | P09923 | 330,000 tested, 0.12% active | inhibition, % at 10 µM | purified IAP, CDP-Star luminescence, 30 min | AID 2544;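 active means inhibition reaching a set limit with compound at 10 µM in the primary screen, cut at about 35% in these data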;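 further: plate controls were DMSO wells with enzyme for no effect and no-enzyme buffer wells for full effect; values of inactives mirror those of a sister screen read the other way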
# Active calls of the source: *; / = no result given. The list is partial (hit frequency here may not be typical).
SMILES,mIAP activ,MIN6 prolif,mIAP block,A3A deaminase,APOBEC3G inh,SENP1 inh,hIAP act,NLRP3 yeast inh,hIAP inh
Cc1ccccc1/C=N/NC(=O)c1ccc(-n2cnnn2)cc1,0.92,-4,8,-4,-9,3,1.1,2,-9
CCc1cc(=O)oc2c(C)c(OCC(=O)N3CC[C@@]4(O)CCCC[C@H]4C3)ccc12,1,-3,-2,0,-4,1,1.2,13,-17
O=C(CSc1nnc(-c2ccncc2)o1)Oc1ccccc1,0.94,-2,6,1,0,-4,1.1,5,-11
CC(C)(C)N1CC2(c3ccccc3)CN(C(C)(C)C)CC(c3ccccc3)(C1)C2=O,1,-1,-2,2,3,0,0.91,4,9
COc1ccc(C(=O)NCCCN2CCCC2=O)cc1,0.99,0,1,2,0,4,0.93,0,7
O=S(=O)(Nc1ccc(OC(F)(F)F)cc1)c1cccc2nonc12,1,-3,0,4,-3,0,1.2,5,-16
CCOc1ccc(Oc2ccc(NC(=O)CSc3nncn3C)cc2)cc1,1,-4,0,5,5,0,1.3,3,-31
O=C(Nc1cccc(NC(=O)c2ccco2)c1)c1cccc(Br)c1,1,0,-2,-4,-10,-1,0.8,13,20
O=C(O)/C=C/C(=O)Nc1c(F)cccc1F,0.95,-1,5,-1,-4,3,0.85,8,15
N=c1n(CC(=O)O)c2ccccc2n1Cc1ccccc1Cl,1,0,-1,-2,-1,1,1.1,4,-6
CCOC(=O)C1(Cc2ccccc2)CCN(Cc2ccc(C3CCCCO3)s2)CC1 (configuration not stated),0.93,-4,7,0,-4,3,1,8,-2
COc1ccc2c(c1)CCCC2NS(=O)(=O)OCC(Cl)(Cl)Cl (configuration not stated),1.1,-5,-9,3,-1,1,0.98,14,2
C=CCN(c1ccccc1)S(=O)(=O)c1ccc2c(c1)oc(=O)n2C,1,3,0,-4,-3,7,1.1,15,-14
CCCC(=O)NC(c1ccc(N(C)C)cc1)c1c(O)ccc2ccccc12 (configuration not stated),1.1,0,-11,-3,-4,-2,0.87,0,13
CC(=O)Nc1ccc(NC(=O)C(C)OC(=O)C2CC(=O)N(CCc3ccccc3)C2)cc1 (configuration not stated),0.97,0,3,5,2,-1,0.79,14,21
CC1(c2ccccc2)NC(=O)N(CC(=O)N(c2ccccc2)C2CCS(=O)(=O)C2)C1=O (configuration not stated),1,-3,-2,20,-6,-7,1.2,4,-22
C[C@H](CO)N1C[C@H](C)[C@@H](CN(C)S(C)(=O)=O)Oc2c(NC(=O)c3ccncc3)cccc2C1=O,1,5,-5,-1,-1,1,0.98,12,2
CC(=O)OCc1nc2sc3c(c2c(=O)[nH]1)CCCC3,0.97,-1,3,-1,-8,1,1.1,17,-6
CCOc1ccc2c(c1)c(C(C)=O)c(C)n2-c1ccccc1,0.99,2,1,-3,-1,1,1.1,18,-10
CN(C)CCNc1ccc(-c2nn(C)c(=O)c3ccccc23)cc1[N+](=O)[O-],0.98,-3,2,1,-11,2,0.83,12,17
CC(=O)Nc1ccc(NC(=O)CS(=O)(=O)c2cn(CC(=O)N3CCC(C)CC3)c3ccccc23)cc1,1,-1,-3,1,-3,1,1.3,5,-31
CC(=O)N1N=C(c2ccc(Br)cc2)CC1c1cn(C)c2ccccc12 (configuration not stated),1,-6,-3,1,0,-42,0.96,23,4
C=CCn1c(SCc2cc(=O)n3cc(C)ccc3n2)nnc1-c1cccc(C)c1,1.2,-1,-15,0,-12,0,1,-1,-3
O=C(COc1ccccc1)Nc1ccc(N2CCN(C(=O)c3ccco3)CC2)cc1,1,-3,-3,-2,-2,1,0.97,8,3
COc1ccc(C(=O)Nc2cccc3ccccc23)cc1,0.96,0,4,-5,-6,0,0.89,39,11
SMILES,mIAP activ,MIN6 prolif,mIAP block,A3A deaminase,APOBEC3G inh,SENP1 inh,hIAP act,NLRP3 yeast inh,hIAP inh
CCc1c(C)sc(NC(=O)Cn2nc(C)c([N+](=O)[O-])c2C)c1C(N)=O,0.9,-2,10,0,52*,-7,1,-4,0
COc1ccc(OCc2cc(C(=O)N(C)Cc3nccn3C)no2)c2ccccc12,1,0,-1,-1,1,-1,0.95,-3,5
CN(CCO)c1cc(N2CCN(C(=O)c3ccco3)CC2)c2nonc2c1[N+](=O)[O-],0.94,-3,6,-4,-7,7,0.77,-1,24
O=C(C1CCCN(S(=O)(=O)c2ccccc2)C1)N1CCCCC1 (configuration not stated),0.99,0,0,-3,-10,1,1,8,-2
Cc1ccc2nc3nc(NCC4CCCO4)c(C(=O)NC4CCCCC4)cc3c(=O)n2c1 (configuration not stated),1.1,-1,-8,1,-7,/,1,5,-1
CC(C)Cn1c(=O)c(C(=O)Nc2ccncc2)c(O)c2ccccc21,0.97,-7,3,2,-2,27,1.1,18,-5
CCOc1ccc(-c2nnn(CC(=O)NCc3ccco3)n2)cc1,0.99,-2,1,-2,-6,0,0.85,13,15
CCCOC1CCCN(C(=O)c2ccc3oc(C(C)C)nc3c2)C1 (configuration not stated),1,1,-2,-2,-7,3,0.93,7,7
CCc1nnc(NC(=O)CSc2nnc(COc3cccc(C)c3)o2)s1,0.83,-3,17,2,0,0,1.1,3,-6
Cc1ccc(NC(=O)Cn2nnc(C(=O)NCc3ccc(Cl)cc3)c2N)cc1F,1,-2,-2,-1,-1,-1,0.82,4,18
CCSc1nc(N)c2c3c(sc2n1)CN(C)CC3,0.99,2,1,0,-3,/,1,-1,-2
O=C(O)Cn1nc(-c2ccc(Cl)cc2)ccc1=O,0.98,0,2,-4,-8,2,0.87,6,13
O=S(=O)(c1ccc(Cl)cc1)c1nc(-c2ccccc2F)oc1NCCCN1CCOCC1,1.1,-3,-6,-4,-6,0,1,9,-4
O=[N+]([O-])c1ncc(Br)cc1Nc1ccccc1,0.95,-5,5,0,-1,1,1.1,-1,-10
FC(F)(F)c1ccc(C2[C@H]3CN(Cc4cccnc4)[C@H](c4ccccc4)C34CC2(c2cccnc2)C4)cc1 (some centres not stated),0.97,-7,2,-1,-6,-2,1.2,5,-15
CCOC(=O)N/N=C(\C)c1ccc(C)o1,0.96,-2,4,-4,-6,-5,0.9,-4,10
CSCC[C@H](NC(=O)N1CCn2c1nc1ccccc12)C(=O)NCc1ccc2c(c1)OCO2,0.95,-3,5,-6,-7,1,1,14,-2
CC(C)Cc1cc(C(=O)O)c2ccccc2n1,1,-3,-3,-8,-7,3,1.2,-2,-20
Cc1c(N(C)C(=O)COc2ccc3ccccc3c2)c(=O)n(-c2ccccc2)n1C,1.1,0,-11,7,3,2,0.97,21,3
CCCn1c(SCC(=O)N2c3ccccc3CC2C)n[nH]c1=O (configuration not stated),0.95,6,5,-1,-4,-1,1,8,-1
Cc1ccccc1OCCNC(=S)Nc1ccccc1,1.3,-1,-34,0,0,1,1.1,16,-7
O=C(Nc1ccc2c(c1)OCO2)C1CCCN1C(=O)Nc1cccc(F)c1 (configuration not stated),1,-2,-1,-3,-3,4,0.93,12,8
CCCSC1=NN2CCCC(=O)N=C2S1,1.1,-2,-10,1,1,1,1.2,6,-15
COCCCNC(=O)c1ccc2nc3ccccc3c(=O)n2c1,0.92,1,8,0,-6,-56,0.89,2,11
CC(=O)Oc1cccc(C(=O)Nc2ccccc2NC(=O)c2cccc(OC(C)=O)c2)c1,0.92,-1,8,-1,-4,2,1.1,-5,-9

# Molecules listed so far that contain bromine (3):
SMILES,mIAP activ,MIN6 prolif,mIAP block,A3A deaminase,APOBEC3G inh,SENP1 inh,hIAP act,NLRP3 yeast inh,hIAP inh
O=C(Nc1cccc(NC(=O)c2ccco2)c1)c1cccc(Br)c1,1,0,-2,-4,-10,-1,0.8,13,20
CC(=O)N1N=C(c2ccc(Br)cc2)CC1c1cn(C)c2ccccc12 (configuration not stated),1,-6,-3,1,0,-42,0.96,23,4
O=[N+]([O-])c1ncc(Br)cc1Nc1ccccc1,0.95,-5,5,0,-1,1,1.1,-1,-10

# Next compounds follow:
SMILES,mIAP activ,MIN6 prolif,mIAP block,A3A deaminase,APOBEC3G inh,SENP1 inh,hIAP act,NLRP3 yeast inh,hIAP inh
COc1ccc(C2C(C#N)=C(N)Oc3n[nH]c(C)c32)cc1Cn1cc([N+](=O)[O-])cn1 (configuration not stated),0.95,-3,5,10,-2,3,0.98,0,2
O=S(=O)(CCc1ccncc1)Cc1ccc2c3c(cccc13)CC2,1.1,-3,-6,1,-6,-1,0.98,25,2
C=CCOc1ccc(/C(CC)=N/O)cc1OC,1,3,-2,3,0,-2,0.99,11,1
COCC(=O)NNC(=O)Cc1ccc(Cl)cc1,0.86,2,14,-2,-5,0,1,28,-2
Cc1nn(-c2ccc(N3CCOCC3)nn2)c(C)c1CCC(=O)Nc1ccc(F)cc1,1,-1,-2,1,13,3,1.4,17,-42
O=C(COC(=O)c1cnccn1)Nc1c(Cl)cc(Cl)cc1Cl,1.1,0,-6,-2,-7,-5,0.87,-3,13
O=C(Cn1ccc(C(F)(F)F)n1)NNC(=O)c1ccco1,0.94,-3,6,-2,-6,-1,1,8,0
O=C(CS(=O)(=O)Cc1ccccc1)NCc1ccc2c(c1)OCO2,1.1,0,-7,1,0,0,0.99,11,1
Cc1ccc(C2(c3noc(CN(C)CC4CCCCO4)n3)CCCC2)cc1 (configuration not stated),1,-4,-4,2,0,2,0.96,-9,4
O=C(Nc1ccccc1)O/N=C/c1ccc(F)cc1,1.1,-4,-12,-8,-5,3,1,35,-3
O=C(O)c1ccccc1C(=O)N1CCN(c2cccc(Cl)c2)CC1,0.94,0,6,-4,-7,3,0.94,9,6
COc1ccc(-c2ccc(-c3noc(C4CCCCC4)n3)c(OC)n2)cc1,0.9,-6,10,-1,-2,-34,0.91,12,9
O=S(=O)(Nc1ccc(-c2csc(-c3ccccc3)n2)cc1)c1ccccc1,0.9,-6,10,-2,-8,0,0.95,-5,5
Cc1ccc(N(CC(=O)N/N=C/c2ccco2)S(=O)(=O)c2ccccc2)cc1,0.99,-1,1,9,5,-1,1.2,3,-22
Cc1[nH]n(-c2ccccc2)c(=O)c1/C=N/NC(=O)c1ccccc1F,1,2,-2,1,-5,-8,1.1,4,-14
CN(C)/C(Cn1cncn1)=C1/N=C(c2c(F)cccc2F)OC1=O,1,0,-3,0,1,0,0.96,0,4
COc1cc(C(=O)OCC(=O)N2CCCC2=O)cc(OC)c1C,1,2,-1,18,9,-2,1,25,0
CC(=O)Nc1ccc(S(=O)(=O)Nc2ccc(-n3cnnn3)cc2)cc1,0.93,-1,7,-4,-8,-1,1.2,13,-19
CCC(C)Nc1nc(N)c([N+](=O)[O-])c(NC2CCCCC2)n1 (configuration not stated),1,-6,0,5,20,-1,0.9,7,10
C=CCn1c(=O)c2c(nc3n2CC(C)CN3c2cccc(OC)c2)n(C)c1=O (configuration not stated),1.1,1,-14,-4,-9,-2,1.1,18,-8
CCOc1ccc(NC(=O)COC(=O)c2cc(S(=O)(=O)N3CCCC3)ccc2C)cc1,0.99,-2,1,24,4,2,0.89,18,11
Cc1ccc(S(=O)(=O)N2CCSC2C(=O)O)cc1 (configuration not stated),0.95,2,5,-2,-7,2,1.1,-5,-5
Cc1ccc(C(=O)Nc2ccc(Cl)cc2C)c(Cl)c1,0.93,-5,7,2,-9,0,1,28,-4
